14-3-3 PPI – modulators of 14-3-3 gamma protein binding, primary screen, biochemical, fluorescence polarization. FP, 14-3-3gamma / TMR-pS259-Raf peptide binding. 160,000 compounds, 0.19% hits. inhibition, % at 40 µM; in the data active = inhibition above about 30%;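 also: 0% = protein plus tracer without compound and 100% = blank with tracer alone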
Target sequence (P61981 whole entry, looked up): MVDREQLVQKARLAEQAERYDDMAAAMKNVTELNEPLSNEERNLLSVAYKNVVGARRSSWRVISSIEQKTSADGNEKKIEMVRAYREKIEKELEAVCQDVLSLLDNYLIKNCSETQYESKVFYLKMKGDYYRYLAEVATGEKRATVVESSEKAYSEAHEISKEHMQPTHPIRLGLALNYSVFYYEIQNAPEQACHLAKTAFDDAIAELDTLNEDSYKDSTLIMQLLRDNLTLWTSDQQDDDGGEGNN
Active calls of the source: *; & = joins results of further samples. A portion of the library; rates above refer to the full screens.

SMILES | 14-3-3 PPI
Brc1ccc2ncnc(Nc3ccc(N4CCCC4)cc3)c2c1 | -84
Cc1ccc(NS(=O)(=O)c2cc(C(=O)Nc3ccc(C(=O)O)cc3)ccc2C)cc1 | -12
COc1ccc(C)cc1Nc1cc(C)nc2ncnn12 | 3
COC(=O)c1cccc(C(=O)Oc2ccc(OC)cc2)n1 | -11
O=C1c2ccccc2C(=O)N1c1ccc(Cl)cc1 | 0
O=C(Nc1cccc(Cl)c1)c1cnn2cccnc12 | 3&-17
CCOC(=O)c1cccc(NS(=O)(=O)c2ccc3c(c2)CCN3C(=O)C2CC2)c1 | -1
CC1CCCC(C)N1CCNC(=O)CCn1nc(-c2ccccc2)ccc1=O (stereo not drawn) | 0
CC(=O)NS(=O)(=O)c1ccc(NC(=O)COc2ccc(Cl)cc2)cc1 | 0
COc1ccc(C(=O)Nc2ccccc2C)cc1 | -7
O=C(NCCCN1CCOCC1)c1ccc2c(=O)n(CCC3=CCCCC3)c(=O)[nH]c2c1 | -8
Cc1ccc(Cn2c(CN3CC(C)OC(C)C3)nc3c2c(=O)[nH]c(=O)n3C)cc1 (stereo not drawn) | -4
O=C(CCS(=O)(=O)c1ccc(Br)cc1)Nc1ccccn1 | -9
CC1CC(C)CN(C(=O)CSC2=Nc3ccccc3C3=NC(C)C(=O)N23)C1 (stereo not drawn) | -4
CCc1ccc(N2CC(C(=O)Nc3cccc(OC(C)C)c3)CC2=O)cc1 (stereo not drawn) | -11

Retrieved by compound from above:
SMILES | 14-3-3 PPI
CC(=O)NS(=O)(=O)c1ccc(NC(=O)COc2ccc(Cl)cc2)cc1 | 0
O=C1c2ccccc2C(=O)N1c1ccc(Cl)cc1 | 0
O=C(Nc1cccc(Cl)c1)c1cnn2cccnc12 | 3&-17
Brc1ccc2ncnc(Nc3ccc(N4CCCC4)cc3)c2c1 | -84
CCOC(=O)c1cccc(NS(=O)(=O)c2ccc3c(c2)CCN3C(=O)C2CC2)c1 | -1

The results go on:
SMILES | 14-3-3 PPI
CCN(c1cccc(C)c1)S(=O)(=O)c1ccc2[nH]cc(C(=O)N3CCN(c4ccccn4)CC3)c(=O)c2c1 | 3
COc1ccccc1-c1nc(-c2ccc(NC(=O)c3ccc(Br)o3)cc2)no1 | -2
Cc1c(Cl)cccc1NC(=O)CCN1CCCCCC1 | 5
O=S(=O)(Nc1cccc(Cl)c1)c1cccc2cccnc12 | -1
CCOc1ccc(NC(=O)c2ccc(NS(=O)(=O)c3c(C)n[nH]c3C)cc2)cc1 | -21
Cc1cc(N2CCN(C)CC2)nc2ccc(NC(=O)CCC(=O)NCc3cccs3)cc12 | -8
CCOC(=O)c1cccc(C(=O)Nc2nccs2)n1 | -39
c1ccc(-c2nc3ccccc3c3nc4ccccc4n23)cc1 | 0
O=S(=O)(c1cccs1)n1cccn1 | -8
CC(=O)NC(=O)c1cc2ccccc2oc1=Nc1cccc(C#N)c1 | -5
O=C(NCCc1ccc(Cl)cc1)c1ccc2c(=O)n(-c3ccc(F)cc3)c(=S)[nH]c2c1 | 6
O=C(c1ccco1)N1CCN(c2ncnc3c2oc2ccccc23)CC1 | -1
Cc1cc(Cl)ccc1OCC(=O)Nc1cccc2nsnc12 | -161
CCOc1ccc(-n2c(=O)c3sccc3n(Cc3cccc([N+](=O)[O-])c3)c2=O)cc1 | 2
CC(NC(=O)Cc1cccs1)C(c1cccs1)N1CCN(c2ccccc2)CC1 (stereo not drawn) | -1
COc1cc(C2Nc3ccccc3NC3=C2C(=O)CC(c2ccccc2Cl)C3)cc(Br)c1O (stereo not drawn) | -2
N#CCn1c2ccc(Br)cc2c2nc3ccccc3nc21 | -4
Cc1ccccc1-n1nc2c(c1NC(=O)C1CCCCC1)CS(=O)C2 (stereo not drawn) | -1
CCOC(=O)CSc1ccc(S(=O)(=O)N2CCN(c3ccccc3Cl)CC2)cc1[N+](=O)[O-] | -4
O=C(CSc1nccn1-c1ccccc1)Nc1ccccc1C(F)(F)F | -11
CCOC(=O)N1CCN(Cc2nc3c(c(=O)[nH]c(=O)n3C)n2Cc2cc(C)ccc2C)CC1 | -4
Cc1ccc(C)c(NC(=O)CSc2ncnc3sc4c(c23)CCCC4)c1 | 1
COc1ccc(CC(=O)Nc2cc(Cl)ccc2O)cc1 | -10
CCc1c(C(=O)N2CC(C)CC(C)C2)[nH]c(C)c1C(C)=O (stereo not drawn) | -5
CCOc1ccc(C2C(C(=O)OC3CCCCC3)=C(C)NC3=C2C(=O)CCC3)cc1OC (stereo not drawn) | 0
O=C1CC(c2ccccc2)CN1Cc1ccccc1 (stereo not drawn) | 2
O=C(COc1ccccc1)N1CCOCC1 | -6
COc1cc(OC)cc(C(=O)Nc2c3c(nn2-c2cccc(Cl)c2)CSC3)c1 | -1
Cc1ccc2oc(-c3ccc(C)c(NC(=O)c4ccc([N+](=O)[O-])cc4)c3)nc2c1 | -23
O=C(c1ccc2c(=O)n(CCc3ccccc3)c(=S)[nH]c2c1)N1CCCCC1 | 6
COc1ccc(CCNC(=O)c2cc3nc(-c4cccs4)cc(C(F)(F)F)n3n2)cc1OC | -4
Cc1ccc(-n2c3nc(=O)[nH]c(=O)c-3cc3c(C)nn(-c4ccccc4)c32)c(C)c1 | 6
N#CCSc1nc2c(sc3ccccc32)c(=O)n1CCCN1CCCC1 | -10
O=C(NCc1cccc(Cl)c1)c1cnccn1 | -24
O=C(NCCc1ccccc1)c1cccn2c(=O)c3cc4ccccc4cc3nc12 | -15
Cc1ccc(C(c2ccc(C)o2)c2ccc(C)o2)o1 | 0
O=C(OCc1nnc(-c2ccccc2)o1)C1=COCCO1 | -1
O=C(N1CCOCC1)N1CCN(S(=O)(=O)c2ccccc2)C1 | -8
COc1ccccc1CNC(=O)c1ccc2c(c1)N(Cc1ccc(F)cc1)C(=O)CS2 | -8
COc1cc2nc(SCC(=O)Nc3ccc(F)cc3)n(Cc3ccco3)c(=O)c2cc1OC | -15
Cc1ccc2nc(NC(=O)C3CCN(S(=O)(=O)c4ccc5c(c4)oc(=O)n5C)CC3)sc2c1 | 1
Cc1ccc(S(=O)(=O)NCc2ccc(C(=O)N(C)CCC#N)cc2)cc1 | -1&-1
CCc1ccc(-n2c(C)nc3cc(C(=O)NCc4cccnc4)ccc32)cc1 | -284
COc1ccccc1-n1c(C)nnc1SCC(=O)Nc1cccc(C(C)=O)c1 | -2
CCOc1ccc(NC(=O)c2c(NC(=O)Cc3ccccc3)sc3c2CCCC3)cc1 | -75
COc1ccc(-c2oc(NC(=O)C(F)(F)F)c(C#N)c2-c2ccc(OC)cc2)cc1 | -7
COc1cc2c(cc1OC)C(C(=O)O)C(c1cc(Cl)ccc1O)N(C)C2=O (stereo not drawn) | -5
CCCCCCn1c(N2CCN(c3ccccc3)CC2)nc2c1c(=O)[nH]c(=O)n2C | -8
Cc1cccc(NC2(C(F)(F)F)N=C3SCCN3C2=O)n1 (stereo not drawn) | -1
Cc1ccc(NC(=O)/C(CN(C)C)=N\O)cc1 | 0
COC(=O)C1C(C(C)C)N(c2ccccc2)OC1(C)O (stereo not drawn) | -2
CCS(=O)(=O)N1CCC(C(=O)Nc2cccc(C(C)=O)c2)CC1 | -1
CC1CCCCN1C(=O)c1cc(-c2ccc(Cl)cc2)on1 (stereo not drawn) | -11
COc1ccc(CCNC2CC(=O)N(c3ccc(Br)cc3)C2=O)cc1 (stereo not drawn) | -5
COc1ccc(CSc2nnc(C)n2N)cc1 | 1
CCCCCSc1nnc2c(n1)OC(c1cc(OC)c(O)c(OC)c1)Nc1ccccc1-2 (stereo not drawn) | -11
CC1=C(C(=O)OCCOC(C)C)C(c2cccs2)C2=C(CC(c3cccs3)CC2=O)N1 (stereo not drawn) | -19
CCN(CC)S(=O)(=O)c1ccc(C2CNC(=O)C2)cc1 (stereo not drawn) | -4
CC1CCN(C(=O)CSc2cn(Cc3ccc(Cl)cc3)c3ccccc23)CC1 | -3
CC1CCCC(NC(=O)C2N(CCN3CCCCC3)C(=O)C3C(C(=O)Nc4cccc(Cl)c4)C4C=CC32O4)C1C (stereo not drawn) | -8
New compounds follow
SMILES | 14-3-3 PPI
Cc1ccc(C(=O)Nc2cc3cc([N+](=O)[O-])ccc3oc2=O)cc1C | -5
O=[N+]([O-])c1cc(S(=O)(=O)Nc2cc3c4c(oc3c3ccccc23)CCCC4)ccc1Cl | -27
Cc1cc(C)n(C(=O)c2c([N+](=O)[O-])cnn2C)n1 | 4
CCOC(=O)c1oc2ccc(CNCCO)c(Cl)c2c1C | 13
COc1ccccc1C1SC(NC(C)=O)=NN1C(C)=O (stereo not drawn) | 9
COc1ccc(NC(=O)CSc2nc3[nH]ncc3c(=O)n2-c2ccc(Cl)cc2)c(OC)c1 | -4
CCn1c(SCC(=O)N2CCc3ccccc3C2)nc2c1c(=O)n(C)c(=O)n2C | -2
O=C(O)c1ccc(S(=O)(=O)c2ccc3c(c2)C(=O)N(c2ccncc2)C3=O)cc1 | -9
COc1ccc(C(=O)COc2ccc(N3C(=O)C4CCCCC4C3=O)cc2)cc1 (stereo not drawn) | 1
COc1ccc(NC(=O)CSc2nnc(-c3ccccc3C)n2C)cc1 | -4
Cc1oc(C2CC2)cc1C(=O)O | -5
C=C(C)CSc1nc2c(c(=O)n1C1CCOC(C)(C)C1)C1(CCCCC1)Cc1ccccc1-2 (stereo not drawn) | -2
CC(C(=O)NCc1ccccc1)N(CCN1CCOCC1)C(=O)c1snc(C(N)=O)c1N (stereo not drawn) | 3
CC(CS(=O)(=O)c1ccc(N)cc1)N1CCOCC1 (stereo not drawn) | -3
COc1ccc(-n2c3c(cc(C(=O)NCCO)c2=O)C(=O)CC(C)(C)C3)cc1 | -8
CCNC(=O)NC(=O)CSc1cccc(C(F)(F)F)c1 | -2
CC(=O)Cc1nsc(Nc2ccc(F)cc2)n1 | -1
CC(C)Cn1c(SCC(=O)NC(=O)Nc2ccc3c(c2)OCCO3)nc2ccccc2c1=O | -4
COc1ccc2nc(SCC(=O)Nc3ccc(NC(C)=O)cc3)[nH]c2c1 | -20
CC(C)(C)N1COCC(CO)([N+](=O)[O-])C1 (stereo not drawn) | -6
CCc1sc(NC(=O)COC)nc1-c1ccccc1 | -12
CC(=O)Nc1cc2c(nc1C)nc(C)n2Cc1ccc(Br)cc1 | -5
CC(C)(C)c1nnc(NC(=O)C2CCN(c3ncccn3)CC2)s1 | -8
CCOC(=O)c1sc(NC(=O)c2ccccc2Oc2ccccc2)nc1-c1ccccc1 | -7
C=CCN(C(=O)CNC(=O)c1ccco1)C(C(=O)NC1CCCCC1)c1ccccc1 (stereo not drawn) | -2
Cc1ccc(C(=O)Nc2c3c(nn2-c2ccc(C)cc2)CS(=O)(=O)C3)cc1 | 4
COc1ccc(Cl)cc1NC(=O)c1oc2ccc(S(=O)(=O)N(C)C3CCCCC3)cc2c1C | -5
CC1CC(C)CN(CCCNC(=O)C2CCCN(S(C)(=O)=O)C2)C1 (stereo not drawn) | -8
NS(=O)(=O)c1ccc(NC(=O)CSc2nnc3scc(-c4ccccc4)n23)cc1 | -32
N#Cc1nc(COc2ccccc2)oc1NCc1ccc2c(c1)OCO2 | -2

A draw from above in order of count of non-hydrogen atoms, rising:
SMILES | 14-3-3 PPI
Cc1oc(C2CC2)cc1C(=O)O | -5
CC(C)(C)N1COCC(CO)([N+](=O)[O-])C1 (stereo not drawn) | -6
CC(=O)Cc1nsc(Nc2ccc(F)cc2)n1 | -1
CC(CS(=O)(=O)c1ccc(N)cc1)N1CCOCC1 (stereo not drawn) | -3
CCNC(=O)NC(=O)CSc1cccc(C(F)(F)F)c1 | -2
CC(=O)Nc1cc2c(nc1C)nc(C)n2Cc1ccc(Br)cc1 | -5
CC1CC(C)CN(CCCNC(=O)C2CCCN(S(C)(=O)=O)C2)C1 (stereo not drawn) | -8
N#Cc1nc(COc2ccccc2)oc1NCc1ccc2c(c1)OCO2 | -2
Cc1ccc(C(=O)Nc2c3c(nn2-c2ccc(C)cc2)CS(=O)(=O)C3)cc1 | 4
COc1ccc(-n2c3c(cc(C(=O)NCCO)c2=O)C(=O)CC(C)(C)C3)cc1 | -8
NS(=O)(=O)c1ccc(NC(=O)CSc2nnc3scc(-c4ccccc4)n23)cc1 | -32
C=CCN(C(=O)CNC(=O)c1ccco1)C(C(=O)NC1CCCCC1)c1ccccc1 (stereo not drawn) | -2
CCOC(=O)c1sc(NC(=O)c2ccccc2Oc2ccccc2)nc1-c1ccccc1 | -7
COc1ccc(Cl)cc1NC(=O)c1oc2ccc(S(=O)(=O)N(C)C3CCCCC3)cc2c1C | -5

(list continues)
SMILES | 14-3-3 PPI
COC(=O)c1ccc(C(=O)OC)c(NC(=O)CN2CCN(c3ccccc3OC)CC2)c1 | -4
Cc1c(C(=O)NC2CCCc3ccccc32)oc2ccc(S(=O)(=O)N(C)C3CCCCC3)cc12 (stereo not drawn) | -1
COCCNC(=O)c1nn2c(c1Br)NC(c1ccc(Br)o1)CC2C(F)(F)F (stereo not drawn) | -32
COc1cccc(CC(=O)Nc2nccs2)c1 | 4
CCOC(=O)c1ccc(SCC2CCCO2)c([N+](=O)[O-])c1 (stereo not drawn) | 4
COc1cc(C=Cc2c([N+](=O)[O-])c(=O)n(C)c(=O)n2C)cc(OC)c1OC | 6
COc1ccccc1C1/C(=C(\O)c2ccc(Br)cc2)C(=O)C(=O)N1c1cccc(C(F)(F)F)c1 (stereo not drawn) | 0
O=C1c2ccccc2S(=O)(=O)N1Cc1ccc(Br)cc1 | -4
CCOc1ccc(OCC)c(NC(=O)C2CCCN(S(=O)(=O)c3cnc[nH]3)C2)c1 (stereo not drawn) | 1
COCCn1nnnc1C(c1ccccn1)N1CCN(c2cc(C)ccc2C)CC1 (stereo not drawn) | -4
NC1=NC(=O)C(CC(=O)Nc2ccccc2Br)S1 (stereo not drawn) | 9
CC(C)c1ccccc1NC(=O)c1cc2ccccc2oc1=O | 2
Cc1ccc(NC2SC(=O)N(c3ccc(C)cc3)C2=O)cc1 (stereo not drawn) | -4
O=C1CCC(=O)N1CCOP1(=O)COc2ccccc2OC1 | -4
O=C(C1CCN(S(=O)(=O)c2ccccc2)CC1)N(CCc1ccccc1)Cc1ccco1 | -12
Cc1cc(NC(=O)Cc2cccs2)no1 | -75&-106
O=C(Nc1cccc([N+](=O)[O-])c1)c1ccn[nH]1 | -1
Cc1ccc(C(=O)NC(C)c2ccccc2)cc1[N+](=O)[O-] (stereo not drawn) | -14
Oc1cccc2ccc(C=Cc3ccccc3Cl)nc12 | -5
COc1ccc(NC(=O)CSc2nnc(C3CC3)n2N)cc1 | -3

High-throughput results: PubChem BioAssay, Emory University Molecular Libraries Screening Center
